ELG1 genotox – qHTS screen for small molecules that induce genotoxicity in human embryonic kidney (HEK293T) cells expressing luciferase-tagged ELG1; Potency, µM (series often up to 46 µM), without a hit: at the highest dose activity change, positive = activation, usual class: activators; HEK293T ELG1-luciferase reporter, luminescence, 16 h; hit rate 1.3% among 330,000; note: potency is the fitted concentration of half-maximal effect; % of control where 0% means no effect; nearly all actives have a fitted effect of over 60% in size
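Luminescence read-out: rising ELG1-luciferase signal, reflecting elevated ELG1 protein under genetic stress, flags genotoxic compounds. Cells were treated for 16 hr at 37 °C before ONE-Glo detection.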
Gal4-VP16 FLuc – VP16 counterscreen qHTS for inhibitors of ROR gamma transcriptional activity | Drosophila S2 Gal4-VP16 UAS-luciferase, luminescence, 20 h | Potency, µM (doses to about 53.6 µM), for the others: at the highest dose activity, negative = inhibition, most hits filed as inhibitors | hit rate 3.5% among 310,000 | AID 2546, 2010;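 note: Gal4-VP16 expression switched on by copper sulfate through the metallothionein promoter; potency is the fitted concentration of half-maximal effect; % is set by controls: 0 for no effect and ±100 for the full control effect; nearly all actives have a fitted effect of over 50% in size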
RORgamma inh – qHTS for inhibitors of ROR gamma transcriptional activity; Potency, µM (top dose mostly 53.6 µM), without a hit: at the highest dose activity change, negative = inhibition, most hits filed as inhibitors; Drosophila S2 Gal4-RORgamma UAS-luciferase reporter, 20 h; Nuclear receptor ROR-gamma (Mus musculus), P51450; hit rate 5.4% among 310,000; note: potency is the fitted concentration of half-maximal effect; % is set by controls: 0 for no effect and ±100 for the full control effect; nearly all actives have a fitted effect of over 60% in size
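Stably transfected Drosophila Schneider cells are the test system, with ROR gamma fused to Gal4 and luciferase under UAS control; luminescence is read after 20 hr of 700 uM copper sulfate induction at ambient temperature.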
FLuc counter – qHTS profiling assay for firefly luciferase inhibitor/activator using purifed enzyme and Km concentrations of substrates (counterscreen for miR-21 project). Luciferin 4-monooxygenase (Photinus pyralis), P08659. purified FLuc, Km substrates, luminescence inhibition. Potency, µM (doses to about 57.5 µM), without a hit: at the highest dose activity change, negative = inhibition, most hits filed as inhibitors. hit rate 6.9% among 360,000. AID 588342, 2011;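 note: potency is the fitted concentration of half-maximal effect; plate controls were vehicle for no effect and reference inhibitor for full effect; nearly all actives have a fitted effect of over 55% in size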
Target sequence (P08659 whole entry, looked up): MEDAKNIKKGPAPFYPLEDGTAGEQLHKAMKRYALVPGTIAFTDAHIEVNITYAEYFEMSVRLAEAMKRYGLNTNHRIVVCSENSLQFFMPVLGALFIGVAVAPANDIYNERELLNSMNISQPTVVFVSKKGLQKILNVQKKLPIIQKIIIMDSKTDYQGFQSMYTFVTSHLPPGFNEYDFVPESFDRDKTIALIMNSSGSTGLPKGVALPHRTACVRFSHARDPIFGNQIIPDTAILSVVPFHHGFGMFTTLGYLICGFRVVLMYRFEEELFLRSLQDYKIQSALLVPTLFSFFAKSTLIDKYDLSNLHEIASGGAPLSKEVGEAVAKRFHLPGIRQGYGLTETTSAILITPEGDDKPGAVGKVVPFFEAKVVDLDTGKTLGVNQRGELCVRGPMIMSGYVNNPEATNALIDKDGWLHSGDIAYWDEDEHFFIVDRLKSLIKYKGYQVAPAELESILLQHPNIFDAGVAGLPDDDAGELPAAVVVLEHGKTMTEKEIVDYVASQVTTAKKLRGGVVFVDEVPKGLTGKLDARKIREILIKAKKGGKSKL
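Purified P. pyralis luciferase (10nM final) with 10uM D-luciferin and 10uM ATP (Km levels) in 50mM Tris acetate pH 7.5, 10mM Mg acetate, 0.01% Tween-20, 0.05% BSA; qHTS 6-point titration, ~60 µM downward; luminescence read.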
Giardia killer – Small Molecules that selectively kill Giardia lamblia: qHTS. activity change, % at 7.66 µM, hits read low. hit rate 0.15% among 340,000. Giardia lamblia trophozoite viability. AID 540267, 2011; in the data active = activity change below about -80%; inconclusive = between about -30% and that limit;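 note: parasites exposed to compound for two days anaerobically before the ATP read; % is set by controls: 0 for no effect and ±100 for the full control effect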
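Trophozoites 100 cells/well + cpd; 48 hrs, 37 deg C, anaerobic. ATPLite 1-Step added, 15-30 min RT, luminescence read (ATP-based viability).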
KCNH2 3.1 inh – qHTS for Inhibitors of KCHN2 3.1: Mutant qHTS. AID 720553, 2013. hit rate 0.95% among 340,000. activity change, % (tested at about 1.8 µM). U2OS KCNH2 3.1, thallium flux FluxOr; stronger effect = lower value;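 active = maximum activity change below -70%; inconclusive = maximum activity change from -70% to -50%; inactive = maximum activity change above -50%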;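 note: thallium influx rate constant from kinetic fluorescence after stimulation buffer; % is set by controls: 0 for no effect and ±100 for the full control effect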
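Steps: virus added to U2OS suspension (4 h, RT, dark); medium with 10% FBS added, cells plated, 37 C overnight; FluxOr/Red40 loading buffer 45 min RT; stimulation buffer, 2 min kinetic read; rate constant normalized.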
Rab9 prom act – qHTS Assay for Rab9 Promoter Activators; Huh7 Rab9 promoter-luciferase reporter, luminescence, 24 h; hit rate 2.8% among 320,000; Potency, µM (highest dose often 9.22 µM), inactives show top-dose activation, negative = inhibition, hits mostly activators; note: potency is the fitted concentration of half-maximal effect; % of control where 0% means no effect; nearly all actives have a fitted effect of over 60% in size
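Luminescence from Amplite-detected luciferase (10 minutes, ambient) reports Rab9 promoter activation. Before that, stable Rab9-luciferase Huh7 cells (1500/well, reduced-serum OP-MEM I plus 10% FBS) were exposed to compound for 24 hours at 37C.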
NPC1 promoter act – qHTS Assay for NPC1 Promoter Activators | hit rate 2.4% among 320,000 | Huh7 NPC1 promoter luciferase reporter, 24 h | Potency, µM (doses to about 9.22 µM), for the others: top-dose activation, hits mostly activators;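 note: potency is the fitted concentration of half-maximal effect; % of control where 0% means no effect; nearly all actives have a fitted effect of over 60% in size; reporter is driven by a mutant NPC1 promoter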
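Quantitative HTS used a cell-based reporter: Huh7 cells stably bearing the NPC1 promoter upstream of luciferase were treated with compounds for 24 h, and promoter activation was read as luminescence.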
Coupling enz – qHTS Assay for Inhibitors of Fructose-1,6-bisphosphate Aldolase from Giardia Lamblia: Coupling assay counterscreen; coupling enzyme system counterscreen, AmpLite Red fluorescence; activity change, negative = inhibition, % at 58.2 µM, hits read low; hit rate 0.67% among 290,000; in the data active = activity change below about -30%; note: % is set by controls: 0 for no effect and ±100 for the full control effect
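Counterscreen of the coupled detection system alone, without aldolase: glyceraldehyde-3-phosphate coupling enzymes plus AmpLite Red readout. Compounds at 57.5 uM final, 10 min RT preincubation, 20 min RT reaction, fluorescence 525/598 nm.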
uPA surface inh – qHTS for Inhibitors of Cell Surface uPA Generation; Potency, µM (highest dose often 38.3 µM), inactives show top-dose activity change, negative = inhibition, hits mostly inhibitors; AID 540303, 2011; hit rate 0.31% among 330,000; cell surface uPA generation assay, qHTS; active = well fitted inhibition curve with a large enough effect; inconclusive = small, poorly fitted or top-dose-only effect; inactive = no such curve, though single readings can be large or run the other way; tested in mouse RAW 264.7 cells; note: potency is the fitted concentration of half-maximal effect; % is set by controls: 0 for no effect and ±100 for the full control effect; nearly all actives have a fitted effect of over 55% in size
Tb PFK block – qHTS Assay to Find Inhibitors of T. brucei phosphofructokinase; ATP-dependent 6-phosphofructokinase (Trypanosoma brucei brucei), O15648; T. brucei PFK, ADP-Glo luminescence; Potency, µM (titrated, usually from 57.5 µM), for the others: at the top dose activity, negative = inhibition, hits mostly inhibitors; hit rate 0.17% among 330,000; AID 485367, 2010;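 note: potency is the fitted concentration of half-maximal effect; 0% = uninhibited 1x PFK enzyme wells and -100% = no-enzyme wells; nearly all actives have a fitted effect of over 60% in size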
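PFK 1.25 nM, F6P 0.5 mM, ATP 0.1 mM, 0.1 M TEA pH 8.0, 5 mM MgCl2, 0.01% Tween20, 0.1% BSA; 45 min RT. ADP-Glo readout. qHTS titration up to 57 uM; curves fitted, compounds curve-classed.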
The depositor's hits bear a star; ? = inconclusive; nt = no result given; [ ] = dose if it differs, or a comment. Unless noted, calls come from the whole dose curve; as a rule, active = well fitted curve in the direction sought with a large enough effect; inconclusive = small, poorly fitted or top-dose-only effect, or another doubt; inactive = no such curve, though single readings can be large; an effect the other way counts as inactive or inconclusive.

Sequence of screens – FLuc counter, uPA surface inh, KCNH2 3.1 inh, ELG1 genotox, Tb PFK block, Gal4-VP16 FLuc, Coupling enz, NPC1 promoter act, Giardia killer, Rab9 prom act, RORgamma inh
> O=C(c1ccccc1)c1nc2ccccc2[nH]c1=O
    -0.4%, nt, 18.0, 0.3%, 2.8%, 13.8%, -3.0, -0.7%, 0.5, 4.5%, 9.4%
> Cc1cccc(C(C)C)c1NC(=O)C1CN(S(=O)(=O)c2ccccc2)CCN1S(=O)(=O)c1ccccc1 (stereo not given)
    -0.1%, -0.6%, -5.8, -2.8%, 0.6%, -0.7%, 0.0, 0.1%, -3.0, -0.3%, 10.0%
> CSCC[C@H](NC(=O)OC(C)(C)C)C(=O)NCC1CCC(C(=O)N[C@@H](Cc2ccccc2)C(=O)O)CC1 (stereo not given in full)
    1.0%, 2.4%, 2.7, -0.6%, 27.9%, 11.0%, 3.5, 1.0%, -7.2, 2.5%, 0.8%
> CCOc1ccc(NCC(=O)Nc2ccc(C)cc2C)cc1
    0.4%[2.3 µM], -1.4%, -14.3, -2.9%, -0.3%, 13.9%, -7.0, -5.5%, 6.7, -3.6%, 9.6%
> Cc1cc(NC(=O)C(C)SCC(=O)Nc2ccccc2C(C)(C)C)no1 (stereo not given)
    2.5%, -0.6%, 7.0, ?, 10.3%, nt, nt, -5.2%, -16.3, -0.4%, nt
> COc1ccc(C2SCC(=O)N2c2nc3ccccc3s2)cc1 (stereo not given)
    ?, -6.4%, 11.9, 3.9%, -0.9%, -12.2%, 0.2, 7.8%, ?, 1.3%, 36.0%
> Cn1cc(-c2nc3ccccc3[nH]2)c2ccccc21
    4.26µM*, -0.6%, 3.9, 6.1%, 10.6%, -2.4%, -2.0, ?, 12.1, ?, 0.5%
> CC1CCN(CC(=O)N2CC(=O)Nc3ccccc32)CC1
    0.6%, nt, 2.0, -0.1%, -2.5%, -11.5%, 0.0, -0.9%, 3.9, -3.4%, 24.4%
> N#CC1=C2N=C(N)c3ccccc3N2C2=C(C(=O)CCC2)C1c1ccc(F)cc1 (stereo not given)
    5.9%, -9.1%, 3.7, -0.3%, -2.7%, 4.1%, -2.8, -5.2%, 14.2, -8.8%, 0.1%
> CS(=O)(=O)N(Cc1ccc(C(=O)Nc2ccccc2Sc2ccccc2)cc1)c1ccccc1
    -0.2%, 13.2%, -6.6, 0.6%, -1.5%, -5.6%, 0.4, -2.9%, -1.1, -6.0%, 24.4%

A different layout for some results above.
Structure	FLuc counter	uPA surface inh	KCNH2 3.1 inh	ELG1 genotox	Tb PFK block	Gal4-VP16 FLuc	Coupling enz	NPC1 promoter act	Giardia killer	Rab9 prom act	RORgamma inh
Cc1cccc(C(C)C)c1NC(=O)C1CN(S(=O)(=O)c2ccccc2)CCN1S(=O)(=O)c1ccccc1 (stereo not given)	-0.1%	-0.6%	-5.8	-2.8%	0.6%	-0.7%	0.0	0.1%	-3.0	-0.3%	10.0%
CSCC[C@H](NC(=O)OC(C)(C)C)C(=O)NCC1CCC(C(=O)N[C@@H](Cc2ccccc2)C(=O)O)CC1 (stereo not given in full)	1.0%	2.4%	2.7	-0.6%	27.9%	11.0%	3.5	1.0%	-7.2	2.5%	0.8%
CCOc1ccc(NCC(=O)Nc2ccc(C)cc2C)cc1	0.4%[2.3 µM]	-1.4%	-14.3	-2.9%	-0.3%	13.9%	-7.0	-5.5%	6.7	-3.6%	9.6%
Cc1cc(NC(=O)C(C)SCC(=O)Nc2ccccc2C(C)(C)C)no1 (stereo not given)	2.5%	-0.6%	7.0	?	10.3%	nt	nt	-5.2%	-16.3	-0.4%	nt
COc1ccc(C2SCC(=O)N2c2nc3ccccc3s2)cc1 (stereo not given)	?	-6.4%	11.9	3.9%	-0.9%	-12.2%	0.2	7.8%	?	1.3%	36.0%
Cn1cc(-c2nc3ccccc3[nH]2)c2ccccc21	4.26µM*	-0.6%	3.9	6.1%	10.6%	-2.4%	-2.0	?	12.1	?	0.5%
CC1CCN(CC(=O)N2CC(=O)Nc3ccccc32)CC1	0.6%	nt	2.0	-0.1%	-2.5%	-11.5%	0.0	-0.9%	3.9	-3.4%	24.4%
N#CC1=C2N=C(N)c3ccccc3N2C2=C(C(=O)CCC2)C1c1ccc(F)cc1 (stereo not given)	5.9%	-9.1%	3.7	-0.3%	-2.7%	4.1%	-2.8	-5.2%	14.2	-8.8%	0.1%
CS(=O)(=O)N(Cc1ccc(C(=O)Nc2ccccc2Sc2ccccc2)cc1)c1ccccc1	-0.2%	13.2%	-6.6	0.6%	-1.5%	-5.6%	0.4	-2.9%	-1.1	-6.0%	24.4%

Next part
Sequence of screens – FLuc counter, uPA surface inh, KCNH2 3.1 inh, ELG1 genotox, Tb PFK block, Gal4-VP16 FLuc, Coupling enz, NPC1 promoter act, Giardia killer, Rab9 prom act, RORgamma inh
> CCCCN(CCCC)CCCNC(=O)CN1C(=O)COc2ccc(S(=O)(=O)N3CCC(C)CC3)cc21
    -1.8%, -1.4%, -38.4, -0.9%, -5.7%, -15.7%, 8.8, -0.5%, 10.8, 0.4%, -34.4%
> C/C(=N\O)C1(C)N(O)C(C)(C)C(c2ccco2)=[N+]1[O-] (stereo not given)
    -1.7%, -1.8%, -2.0, 1.0%, 1.0%, 1.3%, -0.4, -4.0%, -13.7, -4.9%, -1.1%
> COc1ccc(C(=O)C2CCCN(S(=O)(=O)c3ccc(C(C)=O)cc3)C2)c(C)c1 (stereo not given)
    0.2%, -14.9%, -2.0, -0.8%, 1.6%, ?, 1.6, -9.0%, 2.8, -12.7%, ?
> O=C(Cn1nc(-c2ccccc2Cl)ccc1=O)Nc1ccccc1-c1ccccc1
    0.8%, 2.7%, -6.1, 3.1%, 0.9%, 0.3%, 1.5, -6.2%, 2.7, -2.0%, -4.6%
